Screening results (PubChem BioAssay)
HT1080 IDH1KD tx – HT-1080 IDH1 knockdown cell toxicity (counter line); Potency, µM (top dose mostly 46.1 µM), inactives show at the highest dose activity, negative = toxicity, actives largely listed as cytotoxic; 360,000 compounds, 2% hits; HT-1080 IDH1 knockdown viability, ATP luminescence, 48 h;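 further: 0% = DMSO wells and -100% = cell-free medium wells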
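Knockdown cells (IDH1KD HT-1080) received compounds 2 h after plating at 750 cells/well and were kept 48 h at 37 °C in 5% FBS RPMI. A CellTiter-Glo luminescence read gave % activity for curve fitting.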
GLP1R ag – activates the human GLP-1 receptor; 380,000 compounds, 0.007% hits; Potency, µM (series often up to 45.6 µM), for the others: at the highest dose activation, most hits filed as activators; HEK293 GLP-1R CRE-luciferase, luminescence, 4-6 h; cells express a hypersensitive GLP-1R form; AID 624172; P43220; further: % of control where 0% means no effect
Target sequence (P43220 whole entry, looked up): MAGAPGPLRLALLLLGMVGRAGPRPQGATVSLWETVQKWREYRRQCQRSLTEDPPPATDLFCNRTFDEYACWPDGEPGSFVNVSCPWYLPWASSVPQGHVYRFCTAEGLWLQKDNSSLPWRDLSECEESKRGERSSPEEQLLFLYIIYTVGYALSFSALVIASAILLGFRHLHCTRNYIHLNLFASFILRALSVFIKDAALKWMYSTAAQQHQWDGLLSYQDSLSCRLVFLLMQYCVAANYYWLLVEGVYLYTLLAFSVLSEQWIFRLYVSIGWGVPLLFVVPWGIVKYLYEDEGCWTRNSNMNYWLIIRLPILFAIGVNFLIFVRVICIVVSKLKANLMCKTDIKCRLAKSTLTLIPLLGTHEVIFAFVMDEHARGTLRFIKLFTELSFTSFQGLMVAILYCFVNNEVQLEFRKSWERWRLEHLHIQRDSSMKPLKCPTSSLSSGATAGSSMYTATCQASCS
SW480 rerep – inducers of DNA re-replication in SW480 colon cancer cells. Potency, µM (top dose mostly 46.1 µM), for the others: at the highest dose re-replication activation, actives largely listed as activators. 340,000 compounds, 1.8% hits. SW480 DNA re-replication, Hoechst DNA content imaging, 48 h. AID 624297; further: % of control where 0% means no effect; nearly all actives have a fitted effect of over 55% in size
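Quantitative HTS format with DMSO vehicle controls; 48 hr drug incubation at 37 C, then 40 min Hoechst staining and scanning imager measurement at 405 nm excitation.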
TDP43 rescue – TDP-43 toxicity inhibition in yeast; 410,000 compounds, 1.8% hits; Potency, µM (titrated, usually from 46.1 µM), for the others: at the top dose growth rescue (activation), hits mostly activators; TDP-43 expressing yeast growth rescue, BacTiter-Glo, 24 h; further: % of control where 0% means no effect; nearly all actives have a fitted effect of over 50% in size
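In this qHTS, compounds that restore growth of yeast expressing TDP-43 appear as activators. Cells (OD600=0.02, galactose medium, raffinose-pregrown) are incubated with compound 24 hr at 30 deg C and growth is quantified by BacTiter-Glo.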
GLP-1R inv ag – inverse agonists of human GLP-1 receptor; AID 624417; Potency, µM (titrated, usually from 38.3 µM), inactives show at the top dose activity change, negative = inhibition, usual class: inhibitors; 410,000 compounds, 1.6% hits; HEK293 GLP-1R CRE-luciferase, luminescence, 24 h; GLP-1R form is constitutively active; further: on the % scale 0 is the no-effect control and ±100 the full control effect; nearly all actives have a fitted effect of over 55% in size
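HEK293 cells stably co-expressing constitutively active GLP-1R and a cAMP-responsive luciferase reporter were seeded in DMEM with 10% Nu serum, given compounds after 12 h, and incubated 24 h at 37 deg C. Luminescence was then read.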
HT1080NT lethal – kills 2HG-producing HT-1080-NT fibrosarcoma cells; HT-1080-NT fibrosarcoma viability, CellTiter-Glo ATP luminescence, 48 h; Potency, µM (series often up to 46.1 µM), for inactives: at the highest dose activity, negative = less viability, actives largely listed as cytotoxic; 360,000 compounds, 1.6% hits; AID 686970;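 further: NT is the 2HG producing partner of a matched IDH1 knockdown line; 0% = DMSO-treated cells and -100% = media-only wells without cells; nearly all actives have a fitted effect of over 55% in size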
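Compounds were tested in concentration-response format on HT-1080-NT cells for 48 hours at 37 degrees C. Cell viability came from CellTiter-Glo luminescence; curves were classified by r2, response magnitude and activity.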
GLP1R cytotox – cytotoxicity in counter-screen for GLP-1R inverse agonists. HEK293 cAMP-luciferase reporter cells, luminescence, 24 h. Potency, µM (doses to about 38.3 µM), inactives show at the highest dose activity change, negative = inhibition, usual class: inhibitors. 410,000 compounds, 0.13% hits;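 further: loss of luciferase light is scored as toxicity; on the % scale 0 is the no-effect control and ±100 the full control effect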
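Here, cytotoxicity is scored as loss of luminescence. The MLSMR collection was tested on cells seeded in medium containing 10% Nu serum, with a 24 hr compound exposure preceded by 12 hours of culture.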
KB-V1 MDR tox – kills drug-selected multidrug resistant KB-V1 cells. Potency, µM (top dose mostly 46.1 µM), without a hit: at the highest dose activity change, negative = cytotoxicity, hits mostly cytotoxic. 400,000 compounds, 3.4% hits. KB-V1 MDR cells viability, CellTiter-Glo, 72 h. AID 1347076; further: on the % scale 0 is the no-effect control and ±100 the full control effect; nearly all actives have a fitted effect of over 60% in size
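Cytotoxicity toward P-gp-expressing KB-V1 cells was determined as loss of CellTiter-Glo luminescence after 72 h at 37 degrees C. Compounds were tested in quantitative HTS format across a concentration range, with curves fitted to normalized data.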
KB-3-1 tox – KB-3-1 parental cell cytotoxicity; Potency, µM (highest dose often 46.1 µM), for inactives: top-dose activity change, negative = cytotoxic, actives largely listed as cytotoxic; 400,000 compounds, 1.4% hits; AID 1347075; KB-3-1 viability, CellTiter-Glo ATP luminescence, 72 h; further: on the % scale 0 is the no-effect control and ±100 the full control effect; nearly all actives have a fitted effect of over 60% in size
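Multi-concentration cytotoxicity screen in KB-3-1 cells grown in DMEM lacking phenol red with 10% FBS. After 72 h at 37 °C with compound, ATP-dependent luminescence was recorded.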
Numbers without * were called inactive; u = inconclusive; x = not tested or not shown; & = joins results of further samples; [ ] = another dose, or the depositor's remark. The call rests on the fitted dose curve; in most records, active means well fitted curve in the direction sought with a large enough effect; inconclusive means small, poorly fitted or top-dose-only effect, or another doubt; inactive means no such curve, though single readings can be large; an effect the other way counts as inactive or inconclusive. Potency means the concentration at half of the fitted maximal effect. Not all compounds are listed. The share of hits here may be higher or lower than overall.

Value order – HT1080 IDH1KD tx	GLP1R ag	SW480 rerep	TDP43 rescue	GLP-1R inv ag	HT1080NT lethal	GLP1R cytotox	KB-V1 MDR tox	KB-3-1 tox
> O=P(N1CCCCCC1)(N1CCCCCC1)N1CC1
→ -6%	0%	3%	-8%	8%	0%	14%	x	x
> Cc1ccc(-c2cc(-c3ccccc3)nc(N/N=C/c3cccnc3)n2)cc1
→ u	-7%	u	u	0%	u	u	u	-4%
> CCC1(CC)C(=O)N(Cc2ccccc2)C(=O)N(Cc2ccccc2)C1=O
→ -1%	8%	3%	-27%	4%	2%	9%	u	-15%
> O=C(OCc1ccccc1)N1CCC2CC1c1cc(N3Cc4ccccc4-n4nncc4C3)ccc12 (stereo unspecified)
→ -21%	16%	x	u	u	-25%	2%	-29%	u
> COc1cccc(C(c2nnnn2Cc2ccccc2)N2CCC3(CC2)C(=O)NCN3c2ccccc2)c1OC (stereo unspecified)
→ u	18%	x	4%	-25%	u	-12%	-15%	-11%
> Cc1ccccc1-n1c(/C=C/c2ccccn2)nc2ccccc2c1=O
→ -5%	-5%	27%	u	u	-26%	13%	u	1%
> CCCCn1c(O)c(C(C)=Nc2cccc(C(=O)O)c2)c(=O)[nH]c1=O
→ 6%	-13%	-24%	-33%[inhibitor]	-5%	0%	6%	0%	21%
> Cc1nn(CC(C)C)c(Cl)c1C(=O)NC1CCC(C)CC1 (stereo unspecified)
→ 11%	22%	-13%	-1%	-14%	16%	-19%	3%	-2%
> O=C1c2ccccc2-c2cccc3cccc1c23
→ 1%	37%	-8%	10%	27%	17%	17%	-15%	0%
> COc1ccc(NC2(C#N)CCCCC2)cc1
→ 0%	-4%	-9%	6%	10%	-4%	13%	10%	12%
> Cn1c(C(=O)N2CCC(C(=O)N3CCC4(CC3)OCCO4)CC2)cc2sccc21
→ -2%	-2%	1%	-14%	-8%	11%	-26%	-21%	1%
> CSc1ncc(CN2CCCC(C(=O)c3cccc(Cl)c3)C2)cn1 (stereo unspecified)
→ -2%	5%	-9%	0%	u	-7%	-24%	9%	-17%
> O=C(O)CCCCC1SCC2NC(=O)NC21 (stereo unspecified)
→ 1%	9%&-5%	-88%[inhibitor]	8%	-10%	-11%	10%	0%	0%
> Cc1cc(/C=C2\C(=O)NC(=O)N(C)C2=O)c(C)n1-c1ccc2c(c1)OCO2
→ -14%	-15%	u	-34%[inhibitor]	u	-4%	20%	-8%	u
> O=C(Cn1cnc2sc3c(c2c1=O)CCCC3)NCCCC(=O)N1CCC2(CC1)OCCO2
→ -13%	4%	-3%	-1%	-15%	2%	11%	2%	12%
> Cn1c(O)c(C=NCCCN2CCCC2=O)c(=O)n(C)c1=O
→ 1%	-5%	-11%	-15%	-4%	-6%	-7%	18%	-9%
> CN1CCN(c2ccc([N+](=O)[O-])c(Sc3ccccn3)c2)CC1
→ 1%	1%	-4%	1%	u	-2%	-9%	-22%	1%
> CCOC(=O)c1cc2ccccc2n1C1CCN(Cc2ccccc2)CC1
→ u	-1%	x	17%	-30%	u	-1%	-14%	0%
> COc1ccc2c(c1)-c1c(ssc1=S)C(C)(C)N2S(=O)(=O)c1ccc(C)cc1
→ 6.5µM*	0%	7.3µM*	-14%	2.8µM*	u	u	5.8µM*	u
> CN(CCCCC(=O)/C=N/O)Cc1ccccc1 (tested in a mixture with another compound)
→ 2%	-7%	-5%	19%	-13%	5%	-3%	31%	11%
> CCOC(=O)C1CCN(/C=C2/C(=O)NC(=O)N(Cc3ccco3)C2=O)CC1
→ 3%	-2%	-48%[inhibitor]	4%	1%	8%	-1%	11%	6%
> CC(C)N1CCN(c2ccc(O)cc2)CC1
→ -2%	-9%	-3%	2%	0%	4%	-25%	-2%	18%
> CSc1ccc(C(=O)C2CCCN(CCCn3cccn3)C2)cc1 (stereo unspecified)
→ -15%	3%	u	-15%	u	-1%	11%	u	2%
> COC(=O)c1[nH]c2ccc(C)cc2c1NC(=O)CN1CCCc2ccccc21
→ u	-11%	-3%	9%	u	u	u	1%	u
> Cc1cccc(N2CCC3(CC2)C(=O)NC(=O)NC3=O)c1
→ 8%	-1%	-6%	-1%	-2%	9%	-13%	2%	13%
> O=C(c1ccc(C(F)(F)F)cc1)C1CCCN(Cc2ccncc2)C1 (stereo unspecified)
→ -25%	10%	6%	-1%	u	-25%	-5%	7.3µM*	u
> c1ccc2c(CCNCc3ccc4c(c3)OCO4)c[nH]c2c1
→ -13%	11%	u	8%	7%	1%	u	6%	4%
> O=C(Nc1cc(Sc2nc3ccccc3s2)cc([N+](=O)[O-])c1)c1ccccc1
→ -25%	-4%	2%	0%	u	-22%	u	u	u
> COc1cccc(NC(=O)C2CCN(S(=O)(=O)c3cc(-c4noc(C)n4)ccc3C)CC2)c1
→ x	x	x	-1%	u	x	-7%	0%	-30%
> Cc1cccc(-c2nc3ccc(C(=O)N4CCC5(CC4)OCCO5)cc3nc2-c2cccc(C)c2)c1
→ u	12%	u	-1%	u	u	-19%	0%	u

Single entries from the entries so far:
`O=C(Cn1cnc2sc3c(c2c1=O)CCCC3)NCCCC(=O)N1CCC2(CC1)OCCO2` – KB-3-1 tox = 12%
`COc1ccc(NC2(C#N)CCCCC2)cc1` – GLP-1R inv ag = 10%

Other compounds follow:
Value order – HT1080 IDH1KD tx	GLP1R ag	SW480 rerep	TDP43 rescue	GLP-1R inv ag	HT1080NT lethal	GLP1R cytotox	KB-V1 MDR tox	KB-3-1 tox
> CCc1cccc2c(C#N)cn(CC(=O)N3CCOCC3)c12
→ -1%	-4%	-5%	-19%	8%	-3%	1%	5%	-5%
> CCOc1ccc(N=Cc2c(O)n(Cc3ccccc3)c(=S)[nH]c2=O)cc1
→ 19%	-8%	-9%	4%	11%	24%	10%	2%	2%
> CCCCCCN1C[C@@H](n2cc(C3CC3)nn2)[C@H](O)C[C@@H]1c1ccc(C)cc1
→ u	1%	x	0%	4µM*	-28%	u	-53%	-10%
> CCOC(=O)[C@]12Cc3cc(OC)ccc3[C@H]1N(C1CCCCC1)C(=O)c1cc(OC)ccc12
→ 18µM*	-14%	x	-88%[inhibitor]	u	23µM*	u	u	16µM*
> COc1ccccc1C1Nc2ccccc2-n2c(-c3ccccc3)c3c(=O)n(C)c(=O)n(C)c3c21 (stereo unspecified)
→ x	x	x	u	22%	x	-19%	0%	u
> O=C(c1ccco1)c1cn(Cc2ccc(Cl)cc2)c2ccccc12
→ u	-1%	u	13µM*	u	u	u	-24%	u
> CN1C(=O)C(C2(C#N)CCCCC2)C(=O)N(C)C1=O
→ 2%	-10%	-6%	-22%	-29%	-4%	-20%	1%	-13%
> CCOc1ccc(NC(=O)N2C[C@H]3C[C@@H](C2)c2cccc(=O)n2C3)cc1
→ 7%	18%	-32%[inhibitor]	24%	8%	6%	-4%	14%	0%
> CCCCN(CC)Cc1c(C)[nH]c2c(ccc3ccccc32)c1=O
→ u	-1%	1%	5%	u	u	u	-15%	-3%
> COc1cc2c(cc1OC)C(C1c3cc4c(cc3CCN1C)OCO4)OC2=O (stereo unspecified)
→ 3%	4%	3%	-4%	15%	20%	10%	17%	10%
> CC(Oc1ccc(-c2ccccc2)cc1)C(=O)O (stereo unspecified)
→ 6%	-8%	-3%	0%	-6%	-1%	9%	22%	18%
> CC(C)C/C(=N/O)c1cn(C)c2ccccc12
→ -3%	7%	1%	5%[9.22 µM]	u	-18%	1%	5%	1%
> CCOC(=O)C1=C(N)Oc2cc(O)ccc2C1c1cccc(Cl)c1 (stereo unspecified)
→ 7.3µM*	2%	u	16%	u	9.2µM*	u	u	u
> COc1cc2c(cc1OC)[C@H]1C(=O)c3ccc4c(c3O[C@H]1CO2)C[C@@H](C(C)(C)O)O4
→ -2%	1%	1%	u	-20%	-4%	13%	-19%	1%
> COc1ccccc1N1C(=O)NC(=O)C2(Cc3cc(C)ccc3N(C)C2)C1=O (stereo unspecified)
→ -8%	-11%	13%	1%	-4%	-3%	3%	u	13%
> COc1ccc(N=Cc2c(O)n(Cc3cccs3)c(=O)[nH]c2=O)cc1
→ 3%	2%	4%	13%	0%	4%	0%	3%	u
> Cc1cc(C)c(NC2=NCCS2)cc1C
→ -10%	4%	x	17%	-8%	2%	13%	-8%	13%
> CN(C)CC1CSCCC1(O)c1ccccc1 (stereo unspecified)
→ 12%	-6%	-1%[9.22 µM]	-3%	0%	9%	-1%	4%	-12%
> Cc1ccc(NP(=O)(Nc2ccc(C)cc2)Oc2ccccc2)cc1
→ u	8%	20%	27%	u	-15%	-16%	1%	12%
> CCOC(=O)CNC(=O)N1Cc2cc(-c3ccc(OC)cc3)ccc2-n2nncc2C1
→ 3%	9%	x	19%	22%	3%	-2%	19%	0%
> CCCOP(=O)(OCCC)C(Nc1cccc(C(F)(F)F)c1)c1ccc(C)cc1 (stereo unspecified)
→ u	-8%	u	-8%	u	u	6%	12µM*	u
> CN(Cc1ccccc1)Cc1ccccc1OC(=O)N(C)C
→ -3%	8%	-4%	3%	-5%	9%	-4%	-4%	4%
> O=C(COc1cccc(C(F)(F)F)c1)Nc1ccc(S(=O)(=O)N2CCCC2)cc1
→ u	-2%	-1%	-13%	-28%	0%[9.24 µM]	-25%	-19%	-19%
> O=C(O)c1ccc2c(c1)C1C(Cl)C(Sc3ccccc3[N+](=O)[O-])CC1C(c1cccc([N+](=O)[O-])c1)N2 (stereo unspecified)
→ -3%	4%	0%	25%	14%	-10%	2%	7%	-4%

Among those listed so far, these have two or more sulfur atoms.
Value order – HT1080 IDH1KD tx	GLP1R ag	SW480 rerep	TDP43 rescue	GLP-1R inv ag	HT1080NT lethal	GLP1R cytotox	KB-V1 MDR tox	KB-3-1 tox
> COc1ccc2c(c1)-c1c(ssc1=S)C(C)(C)N2S(=O)(=O)c1ccc(C)cc1
→ 6.5µM*	0%	7.3µM*	-14%	2.8µM*	u	u	5.8µM*	u
> O=C(Nc1cc(Sc2nc3ccccc3s2)cc([N+](=O)[O-])c1)c1ccccc1
→ -25%	-4%	2%	0%	u	-22%	u	u	u
